MRP1 act: H69AR viability gain despite doxorubicin, primary screen, MRP-1 activator project, H69AR cells, CellTiter-Glo. viability rescue. viability increase, % at 10 µM. 0.61% of 140,000 active. AID 799, 2007;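 active = viability gain under doxorubicin at or above a set limit, the compound median plus 3 SD, cut at about 4.7% in these data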;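 also: MRP-1 overexpressing cells given doxorubicin 25 µM after compound pretreatment; 18-22 h compound pretreatment then 72 h with doxorubicin before readout; 0% = doxorubicin-only wells and 100% = vehicle-treated cells without doxorubicin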
Yeast lifespan up: compounds extending yeast replicative lifespan, primary screen, S. cerevisiae, OD615 | S. cerevisiae growth with nicotinamide; deaD strain in restrictive glucose medium | inhibition of the nicotinamide effect, % at 10 µM | 0.68% of 130,000 active;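 active = inhibition above a set limit, placed 3 SD over the median of all compounds, cut at about 26% in these data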;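 also: 0% = nicotinamide-treated wells and 100% = cells grown without nicotinamide; some compounds called inactive have numbers as strong as hits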
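Measured by: optical density (absorbance) at 615 nm; System: modified budding yeast, DeaD strain; Medium: restrictive CSMM-D dextrose medium; Timing: 4 h preincubation then 48 h treatment at 30 °C.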
NPY Y2 blocker: NPY-Y2 receptor antagonists, primary screen, cell-based. NPY-Y2 expressing cells, antagonist mode. 0.99% of 140,000 active. inhibition, % at 2.7 µM; in the data active = inhibition above about 17%;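 also: 0% = vehicle with agonist challenge and 100% = reference antagonist with challenge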
Target sequence (P49146 whole entry, looked up): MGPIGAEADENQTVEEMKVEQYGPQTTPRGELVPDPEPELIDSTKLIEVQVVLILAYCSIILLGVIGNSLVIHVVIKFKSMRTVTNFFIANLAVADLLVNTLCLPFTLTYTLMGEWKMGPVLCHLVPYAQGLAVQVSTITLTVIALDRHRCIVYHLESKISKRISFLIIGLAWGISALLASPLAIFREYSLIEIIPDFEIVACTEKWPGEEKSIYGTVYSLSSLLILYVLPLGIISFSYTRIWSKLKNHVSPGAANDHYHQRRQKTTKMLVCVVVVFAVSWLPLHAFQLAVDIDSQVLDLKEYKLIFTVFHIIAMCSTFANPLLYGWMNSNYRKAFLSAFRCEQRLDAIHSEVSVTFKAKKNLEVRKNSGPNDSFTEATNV
PTEN del growth: growth suppression of PTEN-null HCT116, primary screen, cell-based, CellTiter-Glo; HCT116 PTEN-null viability, 60 h; hits give low values; viability, % at 10 µM; 1.2% of 140,000 active; AID 827, 2007;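 active = viability at or below a set limit, 4 SD under the median of all tested compounds, cut at about 3.7% in these data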;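 also: PTEN knockout HCT116 line with beta catenin targeted HCT116 as companion control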
Measles CPE: compounds protecting cells from measles virus cytopathic effect, primary screen, measles RdRp inhibitor project, single point, MLSMR library, absorbance; Measles virus-infected cells, CPE protection; protection (pct of control), % at 4 µM; 1.5% of 140,000 active; in the data active = protection mostly above about 24%, no sharp cut-off; inactive = mostly below about 26%; also: some compounds called inactive have numbers as strong as hits
E-sel TNF inh: E-selectin induction blockers in HUVEC – imaging, immunofluorescence, high content, primary screen; HUVEC TNFa-induced E-selectin immunofluorescence; inhibition, % at 2 µM; 0.71% of 120,000 active;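 active = inhibition above the batch mean plus 3 SD, and confirmed as a hit on visual image review, cut at about 43% in these data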;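 also: 0% = TNF-stimulated DMSO wells and 100% = unstimulated control wells; not every result past the cut was called active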
GALR2 blocker: GALR2 antagonists in receptor-expressing cells, primary screen; 0.39% of 140,000 active; antagonist mode; Galanin receptor type 2 (Homo sapiens), O43603; inhibition, % at 4 µM; in the data active = inhibition above about 27%;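 also: cells stimulated with galanin 1-16 at roughly its EC80; 0% = agonist challenge control and 100% = basal control without agonist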
Target sequence (O43603 whole entry, looked up): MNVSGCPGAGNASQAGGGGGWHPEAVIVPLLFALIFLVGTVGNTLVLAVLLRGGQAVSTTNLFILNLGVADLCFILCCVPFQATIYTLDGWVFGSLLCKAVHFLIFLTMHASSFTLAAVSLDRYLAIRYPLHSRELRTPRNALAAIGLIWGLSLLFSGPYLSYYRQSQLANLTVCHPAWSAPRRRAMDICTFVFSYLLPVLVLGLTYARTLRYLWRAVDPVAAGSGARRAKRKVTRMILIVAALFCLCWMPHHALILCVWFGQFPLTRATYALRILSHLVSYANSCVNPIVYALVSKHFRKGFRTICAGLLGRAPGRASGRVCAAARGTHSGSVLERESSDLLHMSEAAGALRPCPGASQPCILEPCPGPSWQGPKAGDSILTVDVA
bCat KO growth: primary screen for growth suppressors in beta-catenin knockout HCT116 cells (colon tumor, human). AID 818, 2007. viability, % at 10 µM. 1.5% of 140,000 active. HCT116 beta-catenin knockout viability, CellTiter-Glo, 60 h; hits give low values;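 active = viability at or under a set limit, the compound median less 4 SD, cut at about 6% in these data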;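 also: 0% = Hyamine 1622 control at 20 µM and 100% = untreated cell control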
Yeast growth inh: growth inhibitors of yeast BB579 in restrictive medium, primary screen, yeast lifespan-shortening project, S. cerevisiae | inhibition, % at 10 µM | OD615, 48 h | 0.51% of 140,000 active | AID 804, 2007;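 active = inhibition above a set limit, 3 SD over the mean compound inhibition, cut at about 44% in these data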; also: inactives centre near -24
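Detection: OD615 turbidity measurement; Material: Saccharomyces cerevisiae DeaD strain BB579, replicative lifespan model yeast; Timing: 48 h exposure, 30 °C; Doses: single 10 µM dose; Medium: CSMM-D restrictive synthetic medium containing dextrose (glucose); Controls: amphotericin B at 10 µg/mL as positive control.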
Phagocytosis inh: inhibitors of macrophage phagocytosis, primary screen, imaging, J774A.1 cells, IgG beads | inhibition, % at 5 µM | J774A.1 macrophage IgG-bead phagocytosis | 0.07% of 110,000 active | AID 1029, 2008;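 active = inhibition above the mean of the plate negative controls plus 5 SD, cut at about 13% in these data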;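 also: phagocytic index as fraction of beads internalized from green versus red external bead signal; plate controls were DMSO negative control for no effect and cytochalasin-D positive control for full effect; some results beyond the cut were filed as inactive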
* hit, by the source's call; / = no result given. Compounds were not picked by outcome, and some 6.1% of all compounds hit somewhere here.

SMILES | MRP1 act | Yeast lifespan up | NPY Y2 blocker | PTEN del growth | Measles CPE | E-sel TNF inh | GALR2 blocker | bCat KO growth | Yeast growth inh | Phagocytosis inh
CCN(CC)S(=O)(=O)c1cc(C(=O)OCC(=O)c2ccc3c(c2)NC(=O)CO3)ccc1F | -0.6 | -8 | 2 | 102 | 2 | -13 | 1 | 102 | -62 | 0
O=C(NNC(=O)c1ccc(SCC2CCCO2)c([N+](=O)[O-])c1)c1ccc(Cl)c([N+](=O)[O-])c1 (centres undefined) | -0.1 | -10 | 3 | 82 | 30 | 1 | -14 | 77 | -44 | 2
N#Cc1ccccc1OCCN1C(=O)c2ccccc2C1=O | -2.0 | -10 | 4 | 102 | 12 | 23 | 0 | 89 | -2 | 2
O=C(COC(=O)c1ccc(Cl)c([N+](=O)[O-])c1)Nc1ccccc1OC(F)F | -3.4 | -4 | 3 | 95 | 4 | 33 | 9 | 85 | -23 | -2
CCc1ccc(CNC(=O)C2CCCN(c3nc4ccccc4o3)C2)cc1 (centres undefined) | -1.4 | -2 | 14 | 96 | 13 | 3 | -4 | 82 | -26 | /
O=C(Nc1ccc2nc3ccccc3nc2c1)c1ccccc1 | -1.8 | 1 | 2 | 92 | 9 | / | 18 | 84 | -25 | -8
C=CC[N+]1(CC#CCOC(c2ccccc2)c2ccccc2)CCOCC1 | -0.8 | -4 | -4 | 87 | 42 | 27 | 1 | 76 | -34 | /
O=C(NCc1ccco1)C(c1ccccc1)N(C(=O)Cc1cccs1)c1ccccc1 (centres undefined) | -2.3 | / | 9 | 90 | 4 | 1 | 8 | 92 | -59 | /
O=C(CSc1ncn[nH]1)Nc1ccccc1Sc1ccc(Cl)cc1 | 0.6 | -19 | 6 | 64 | 9 | -9 | 8 | 73 | -17 | /
COc1ccc(/C=N/Nc2nc(=O)[nH]nc2C)cc1[N+](=O)[O-] | 0.7 | 1 | 3 | 98 | 5 | / | 8 | 88 | -22 | 1
CCCOc1cccc(C2C(C(=O)c3ccco3)=C(O)C(=O)N2CCN(CC)CC)c1 (centres undefined) | -2.3 | -9 | 1 | 102 | 11 | -4 | -8 | 105 | -24 | 0
COC(=O)c1ccc(NC(=O)C(=O)N2CCN(C(=S)NCCc3ccccc3)CC2)cc1 | -0.8 | -6 | -1 | 81 | 4 | 10 | -13 | 74 | -19 | -9
COCCCNC(=O)C(=O)NC1CCCCCC1 | -0.1 | 1 | 1 | 94 | 4 | / | 2 | 104 | 10 | -2
O=C(CCN1C(=O)c2ccccc2C1=O)Nc1ccc(S(=O)(=O)NC2=NCCCCC2)cc1 | 1.9 | -7 | 1 | 101 | 0 | / | -6 | 97 | -20 | 3
Cn1c(=O)cc(N2CCCCC2)[nH]c1=O | -0.7 | -6 | 1 | 106 | 3 | / | 7 | 96 | -67 | /
CCOC(=O)C1=C(N)OC2=C(C(=O)CC(C)(C)C2)C1c1ccccc1OCC#N (centres undefined) | -2.1 | -22 | 3 | 89 | 9 | -22 | -5 | 97 | -33 | 1
Cc1cc(NS(=O)(=O)c2ccc(NC(=O)C(CC(C)C)N3C(=O)c4ccccc4C3=O)cc2)nc(C)n1 (centres undefined) | -0.8 | -4 | -1 | 97 | 18 | -73 | 8 | 97 | -19 | -4
CCN(CC)CC(=O)Nc1ccc(C)cc1Br | -3.8 | -22 | 5 | 82 | 11 | / | 1 | 74 | -17 | 2
Cc1cc(=O)n(CC=C(Cl)Cl)c2ccccc12 | -1.3 | -16 | 7 | 71 | 0 | / | 1 | 80 | 0 | -1
Cc1csc(NC(=O)C2CCCN(S(=O)(=O)c3ccc(Br)s3)C2)n1 (centres undefined) | 0.5 | -1 | 7 | 49 | 11 | 3 | -11 | 27 | -36 | -1
N#Cc1c(-c2cccs2)cc(-c2ccccn2)nc1N | -3.7 | -16 | 0 | 73 | 17 | 0 | 18 | 83 | -35 | 0
Cc1ccccc1Nc1nc(N)nc(CSCC(=O)Nc2cccc(Br)c2)n1 | -1.1 | -7 | 1 | 96 | 5 | / | -1 | 92 | 5 | -8
CC(=O)c1cc2c(cc1NC(=O)c1cnc(C)cn1)OCO2 | -1.8 | -13 | 4 | 88 | 30 | 33 | -11 | 97 | -22 | -1
Cc1cccc(C)c1NC(=O)C1c2ccccc2Oc2ccccc21 | -2.5 | 3 | 5 | 107 | 5 | 31 | -5 | 100 | -31 | -5
CCc1cc(=O)oc2cc(C)cc(O)c12 | -0.5 | -11 | 5 | 105 | 12 | -16 | 4 | 94 | -2 | /
Continuation:
SMILES | MRP1 act | Yeast lifespan up | NPY Y2 blocker | PTEN del growth | Measles CPE | E-sel TNF inh | GALR2 blocker | bCat KO growth | Yeast growth inh | Phagocytosis inh
C/C(N)=C(/C#N)C(=O)CSc1nnc(COc2ccccc2Cl)o1 | -1.3 | -8 | 5 | 90 | 7 | 10 | -3 | 101 | -62 | -1
O=C(Nc1ccc2c(c1)CCC2)c1ccc(F)c(S(=O)(=O)N2CCOCC2)c1 | -1.3 | 0 | 1 | 72 | 24 | -11 | 10 | 81 | -11 | -13
Cc1cc(NCCCn2ccnc2)n2nc(C)c(-c3ccccc3)c2n1 | -3.5 | 6 | 3 | 90 | 7 | 14 | 5 | 84 | 14 | /
NC(=O)C1CCN(C2CC(=O)N(c3ccc(F)c(Cl)c3)C2=O)CC1 (centres undefined) | -1.4 | 2 | 2 | 102 | 6 | 2 | -9 | 97 | -33 | -1
CC(=O)Oc1ccc2oc(=O)c3c(c2c1)CCCN3C(=O)CN1CCN(c2ncccn2)CC1 | 0.6 | 7 | 2 | 102 | 5 | -2 | 0 | 108 | -35 | /
COc1ccc(NC(=O)NC(C)c2ccncc2)cc1OC (centres undefined) | -3.7 | -15 | 4 | 98 | 4 | -16 | -16 | 99 | -33 | -2
CN(Cc1ccccc1)C(=O)COC(=O)c1ccccc1Nc1ccccc1 | -1.7 | -1 | 7 | 92 | 19 | -17 | 0 | 87 | -9 | -5
CCOC(=O)C1=C(O)C(=O)N(c2ccc(S(N)(=O)=O)cc2)C1c1ccccc1 (centres undefined) | 1.1 | -4 | -1 | 103 | 9 | 27 | 9 | 97 | 0 | 1
CSC1=C(C#N)C(CC(C)C)C2=C(CCCC2=O)N1 (centres undefined) | -0.6 | -8 | 0 | 97 | 4 | -9 | -6 | 86 | -52 | -1
CC(=O)Nc1ccc(NC(=S)NC(=O)c2ccc([N+](=O)[O-])cc2)cc1 | -2.5 | -1 | 1 | 87 | 5 | -13 | -3 | 87 | -15 | -6
CNC(=S)NNC(=O)c1sccc1OCc1ccccc1 | -2.7 | -18 | 0 | 97 | 16 | -20 | -8 | 104 | -35 | -1
COC(=O)c1ccsc1NC(=O)CN1CCN(Cc2ccc3c(c2)OCO3)CC1 | -2.1 | -1 | 8 | 80 | 10 | -61 | -5 | 79 | -39 | /
CC1CN(C(=O)CCN2C(=O)c3ccccc3C2=O)CC(C)O1 (centres undefined) | -1.9 | / | 3 | 94 | 4 | -4 | 6 | 93 | -4 | /
COc1ccc(CCNC(=O)CSc2ncnc3c2oc2ccccc23)cc1OC | -0.5 | -19 | 2 | 90 | 3 | -21 | -9 | 87 | -13 | 3
NS(=O)(=O)c1cccnc1Nc1c(Cl)cccc1Cl | -0.7 | 3 | 5 | 108 | 17 | -5 | 0 | 93 | -68 | 1
Cc1ccc(S(=O)(=O)N/N=C\C=C\c2ccccc2)cc1 | -1.2 | -2 | 4 | 96 | 5 | / | -7 | 91 | 31 | -1
CCN(CC)C(=O)C1CCCN(c2ccc([N+](=O)[O-])cc2/C=N/NC(=O)c2ccccc2)C1 (centres undefined) | -3.6 | -3 | 6 | 84 | 21 | 12 | -2 | 88 | -2 | /
O=C(CC1CCCC1)NCCc1cn2ccccc2n1 | -2.7 | -9 | 0 | 94 | 37 | / | -5 | 93 | 6 | 0
COc1ccc(S(=O)(=O)N2CCN(CC(=O)Nc3cccc(F)c3)CC2)cc1 | -2.0 | -21 | 1 | 95 | 5 | -37 | -4 | 100 | -22 | /
COCCN1C(=O)c2ccccc2C(C(=O)NCCN(C)C)C1c1ccc(F)cc1 (centres undefined) | -6.1 | -2 | 3 | 97 | 23 | / | 2 | 102 | 8 | 0
Cc1ccc(Nc2n[nH]c(C)c2[N+](=O)[O-])cc1 | 0.1 | -8 | -2 | 90 | 15 | / | 0 | 93 | -8 | -5
Cc1ccc(-n2[nH]c(C)c(C=Nc3ccc4[nH]c(=O)[nH]c4c3)c2=O)cc1C | -0.2 | -8 | -3 | 60 | 2 | -6 | -8 | 59 | -29 | /
O=C(Nc1ccc(-c2nnc(-c3ccco3)o2)cc1)C(c1ccccc1)c1ccccc1 | 2.8 | -12 | 3 | 74 | 11 | 4 | -9 | 79 | -25 | 0
CC(C)(C)N(NC(=O)OCc1ccccc1)C(=O)c1ccccc1Cl | -1.9 | 11 | 1 | 102 | 14 | / | 8 | 92 | -26 | 0
CC(C)Cn1c(SCC#N)nc2ccccc2c1=O | -0.1 | 8 | 10 | 81 | 16 | / | -3 | 86 | -8 | /
The list goes on:
SMILES | MRP1 act | Yeast lifespan up | NPY Y2 blocker | PTEN del growth | Measles CPE | E-sel TNF inh | GALR2 blocker | bCat KO growth | Yeast growth inh | Phagocytosis inh
O=C(c1ccccc1)[C@H]1CC=CC[C@H]1C(=O)O | 0.3 | 2 | 1 | 99 | 8 | -3 | 4 | 82 | -13 | 0
N/C(=N\OC(=O)Cc1ccccc1)c1ccccn1 | -0.1 | -8 | 3 | 107 | 1 | -1 | 0 | 103 | 5 | 0
N#C/C(=C\c1ccc(Cl)s1)C(=O)N1CCN(c2ccccc2)CC1 | 0.3 | 0 | 5 | 100 | 7 | / | 13 | 101 | 0 | /
Cc1nc(CS(=O)c2ccc(Cl)cc2)cc(N2CCOCC2)n1 (centres undefined) | -0.5 | 0 | 2 | 94 | 19 | 5 | 4 | 107 | -12 | -1
O=C(OCC(=O)c1ccccc1Br)c1ccccn1 | -0.8 | -8 | 1 | 102 | 15 | 0 | 0 | 96 | -60 | /
O=C(Nc1nnc(-c2ccccc2)s1)c1cccc(S(=O)(=O)N2CCOCC2)c1 | -1.5 | / | -2 | 101 | 8 | -11 | -1 | 98 | -30 | /
COC(=O)c1ccc(CSc2nc3ccccc3s2)o1 | -2.2 | -6 | 0 | 87 | 13 | 3 | -1 | 90 | -26 | -1
COC(=O)c1ccc(NC(=O)COc2ccccc2OC)cc1 | 0.7 | -12 | 2 | 103 | 10 | 9 | 12 | 99 | -56 | 0

Source: PubChem BioAssay
